Bioassay records deposited in PubChem BioAssay by National Center for Advancing Translational Sciences (NCATS).
TGFb SMAD3 inh: inhibitors of TGF-b signaling. HepG2 CAGA-GFP TGF-b/SMAD3 reporter, GFP fluorescence, 18 h; TGF-beta stimulated, 500 pg/mL final. Potency, µM (top dose mostly 46.1 µM), for the others: at the highest dose activity, negative = inhibition, usual class: inhibitors. 1.2% of 410,000 active; further: on the % scale 0 is the no-effect control and ±100 the full control effect; nearly all actives have a fitted effect of over 65% in size
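Inhibition of TGF-beta-driven CAGA-GFP reporter expression in HEPG2 cells is measured by cellular GFP fluorescence after 18 h stimulation with 500 pg/mL recombinant TGF-beta in 1% FBS medium at 37 degrees C.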
A549 tox: kills or reduces viability of A549 cells in Nrf2 counter-screen; Potency, µM (titrated, usually from 46 µM), for inactives: top-dose activity change, negative = cytotoxicity, usual class: inhibitors; A549 ARE-Fluc cells, CellTiter-Fluor viability, 18-24 h; 0.16% of 390,000 active; AID 504648; further: on the % scale 0 is the no-effect control and ±100 the full control effect
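A549 ARE_Fluc cells in 5% FBS OPTI-MEM were exposed to compounds in concentration-response for 18-24 h at 37 deg C. Viability was read by CellTiter-Fluor fluorescence (Ex 405/Em 525) after 30 min, before the luciferase read.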
ATXN viability: viability counter-screen for ATXN expression inhibitors. S2 cells (HEK-293 line with an ATXN2-luciferase reporter) viability, CellTiter-Fluor protease fluorescence, 24 h. Potency, µM (highest dose often 56.7 µM), most hits filed as cytotoxic. 0.49% of 400,000 active. AID 651635; further: nearly all actives have a fitted effect of over 40% in size
Nrf2 activator: activates Nrf2 signaling | Potency, µM (top dose mostly 46.1 µM), for the others: top-dose activation, actives largely listed as activators | 0.31% of 410,000 active | AREc32 ARE-luciferase reporter (MCF7-derived line), luminescence, 24 h | AID 624171; further: % of control where 0% means no effect; nearly all actives have a fitted effect of over 65% in size
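AREc32 cells carrying an ARE-driven firefly luciferase, 1000 cells/well in OPTI-MEM with 5% FBS, dosed after overnight attachment and incubated 24 hr at 37 deg C. Steady-Glo luminescence read after 30 min at RT.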
HepG2 tox: counter-screen for TGF-b inhibitors: cytotoxicity in HepG2 cells; 0.76% of 410,000 active; HepG2 CAGA-GFP viability, ATP luminescence, 18 h; Potency, µM (series often up to 46.1 µM), inactives show at the highest dose activity change, negative = cytotoxicity, most hits filed as cytotoxic; further: some results filed as inactive show a strong effect at the top dose
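HepG2 CAGA-GFP cells (1000/well, DMEM with 1% FBS) received compound, then TGF-beta at 500 pg/mL final, and were incubated 18 hours at 37 degrees C. Viability was read by CellTiter-Glo luminescence. Media-only wells were set as complete cell-killing and DMSO as no toxicity.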
MCF10A rerep: induces DNA re-replication in MCF 10a normal breast cells. MCF 10A DNA re-replication, Hoechst nuclear intensity, 48 h. Potency, µM (top dose mostly 46.1 µM), for inactives: at the top dose activity, positive = re-replication, usual class: activators. 2.9% of 350,000 active; further: % of control where 0% means no effect; nearly all actives have a fitted effect of over 50% in size
ATXN2 expr inh: reduces ATXN2 reporter expression in HEK-293 cells; HEK-293 ATXN2-luciferase reporter, luminescence, 24 h; Potency, µM (titrated, usually from 57 µM), without a hit: top-dose activity change, negative = inhibition, actives largely listed as inhibitors; 0.72% of 360,000 active; further: on the % scale 0 is the no-effect control and ±100 the full control effect; nearly all actives have a fitted effect of over 55% in size
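qHTS (up to 57 uM final) was run with 24 h compound exposure of reporter cells at 37 °C. Each well was multiplexed: SteadyGlo luminescence measured ATXN2-luciferase expression after a fluorogenic Gly-Phe-AFC viability readout (25 uM final).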
Nrf2 inh: Nrf2 pathway inhibition; Potency, µM (doses to about 46 µM), for the others: at the highest dose activity change, negative = inhibition, hits mostly inhibitors; 2.1% of 360,000 active; AID 504444; A549 ARE-Fluc reporter, luciferase luminescence, 18-24 h; further: on the % scale 0 is the no-effect control and ±100 the full control effect; nearly all actives have a fitted effect of over 60% in size
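Nrf2 activity is the BugLite luminescence, read 15 min after reagent at room temperature, following CellTiter-Fluor cytotoxicity readout (30 min, 37C). Compound titrations were applied for 18-24 h to 5000 A549 ARE_Fluc cells/well in 5% FBS OPTI-MEM.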
EPAC2 antagonist: blocks human EPAC2 exchange factor; Q8WZA2; EPAC2 GEF exchange of Rap1B-BODIPY-GDP, fluorescence; Potency, µM (series often up to 114 µM), for inactives: at the top dose activity, negative = inhibition, hits mostly inhibitors; 0.18% of 360,000 active; AID 720708; further: on the % scale 0 is the no-effect control and ±100 the full control effect; nearly all actives have a fitted effect of over 45% in size; many of its hits are not listed in these tables
Target sequence (Q8WZA2 whole entry, looked up): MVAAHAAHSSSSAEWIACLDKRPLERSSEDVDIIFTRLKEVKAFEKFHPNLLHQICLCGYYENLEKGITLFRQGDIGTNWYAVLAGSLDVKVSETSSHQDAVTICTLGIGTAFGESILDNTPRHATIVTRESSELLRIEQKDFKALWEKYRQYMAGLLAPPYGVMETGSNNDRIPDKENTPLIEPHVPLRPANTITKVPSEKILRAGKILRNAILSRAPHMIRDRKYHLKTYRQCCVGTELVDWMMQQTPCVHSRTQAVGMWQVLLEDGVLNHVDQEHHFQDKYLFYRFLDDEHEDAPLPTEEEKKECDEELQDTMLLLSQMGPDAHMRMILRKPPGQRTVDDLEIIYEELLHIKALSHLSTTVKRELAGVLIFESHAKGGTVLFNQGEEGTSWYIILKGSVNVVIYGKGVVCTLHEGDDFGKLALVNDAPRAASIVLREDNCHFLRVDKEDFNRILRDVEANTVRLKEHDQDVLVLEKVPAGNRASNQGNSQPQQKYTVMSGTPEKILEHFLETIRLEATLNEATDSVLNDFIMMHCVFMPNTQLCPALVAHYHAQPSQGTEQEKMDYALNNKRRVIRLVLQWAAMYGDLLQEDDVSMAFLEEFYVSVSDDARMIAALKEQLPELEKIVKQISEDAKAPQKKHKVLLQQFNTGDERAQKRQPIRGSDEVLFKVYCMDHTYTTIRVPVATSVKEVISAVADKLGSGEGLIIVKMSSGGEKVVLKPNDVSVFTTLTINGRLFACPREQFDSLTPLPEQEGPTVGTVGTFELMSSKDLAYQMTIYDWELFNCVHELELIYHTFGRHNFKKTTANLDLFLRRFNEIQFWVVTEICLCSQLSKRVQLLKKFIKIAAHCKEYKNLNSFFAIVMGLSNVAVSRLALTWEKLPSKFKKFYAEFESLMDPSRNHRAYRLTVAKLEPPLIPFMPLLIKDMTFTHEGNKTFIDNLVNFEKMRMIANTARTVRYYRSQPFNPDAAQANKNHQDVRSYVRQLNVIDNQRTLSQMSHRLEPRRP
Numbers without * were called inactive; & = joins results of further samples; [ ] = dose if it differs, or a comment. The call rests on the fitted dose curve; in most records, active means well fitted curve in the direction sought with a large enough effect; inconclusive means small, poorly fitted or top-dose-only effect, or another doubt; inactive means no such curve, though single readings can be large; an effect the other way counts as inactive or inconclusive. Potency means the concentration at half of the fitted maximal effect. The list is partial (hit frequency here may not be typical).

The first two compounds as a preview:
Results for Cc1ccc(N(C(=O)Cn2nnc(-c3ccc(C)o3)n2)C(C(=O)NC2CCCC2)c2ccco2)cc1 (centres undefined) ?
TGFb SMAD3 inh: 2%; A549 tox: 6%; ATXN viability: inactive; Nrf2 activator: 0.3%; HepG2 tox: 18%; MCF10A rerep: 3%; ATXN2 expr inh: -36%; EPAC2 antagonist: 9%

What do the screens show for `Cc1ccc(NC(=O)Cn2c(=O)n(Cc3ccccc3)c(=O)c3sc4ccccc4c32)cc1`?
TGFb SMAD3 inh: -1%; A549 tox: 0%; Nrf2 activator: -0.1%; HepG2 tox: 3%; Nrf2 inh: 14%

The listing, repeating the preview:
Results for Cc1ccc(N(C(=O)Cn2nnc(-c3ccc(C)o3)n2)C(C(=O)NC2CCCC2)c2ccco2)cc1 (centres undefined) ?
TGFb SMAD3 inh: 2%; A549 tox: 6%; ATXN viability: inactive; Nrf2 activator: 0.3%; HepG2 tox: 18%; MCF10A rerep: 3%; ATXN2 expr inh: -36%; EPAC2 antagonist: 9%

What do the screens show for `Cc1ccc(NC(=O)Cn2c(=O)n(Cc3ccccc3)c(=O)c3sc4ccccc4c32)cc1`?
TGFb SMAD3 inh: -1%; A549 tox: 0%; Nrf2 activator: -0.1%; HepG2 tox: 3%; Nrf2 inh: 14%

What do the screens show for `CCc1ccc(C(=O)c2cn(CC(=O)Nc3cc(OC)ccc3OC)c3ccc(Cl)cc3c2=O)cc1`?
TGFb SMAD3 inh: 1%; A549 tox: 1%; ATXN viability: inactive; Nrf2 activator: 0.1%; HepG2 tox: 1%; ATXN2 expr inh: -2%; Nrf2 inh: 6%

Results for C/C=C/c1cc(CN2CCN(c3ccc(OC)cc3)CC2)c(O)c(OC)c1 ?
TGFb SMAD3 inh: inconclusive; A549 tox: 0%; ATXN viability: inactive; Nrf2 activator: -0.3%; HepG2 tox: -5%; MCF10A rerep: 14%; ATXN2 expr inh: -5%; Nrf2 inh: -12%; EPAC2 antagonist: -28%

Results for COC(=O)c1c(C(=O)OC)c(-c2ccc(Br)cc2)n2c1CS(=O)C2 (centres undefined) ?
TGFb SMAD3 inh: 1%; A549 tox: 1%; ATXN viability: inactive; Nrf2 activator: -0.8%; HepG2 tox: -3%; MCF10A rerep: 1%; ATXN2 expr inh: -21%; Nrf2 inh: 7%; EPAC2 antagonist: -4%

Results for Nc1nnc(SCC(=O)Nc2cc(F)ccc2F)s1 ?
TGFb SMAD3 inh: 21%; A549 tox: 2%; ATXN viability: inactive; Nrf2 activator: -0.7%; HepG2 tox: 12%; MCF10A rerep: -2%; ATXN2 expr inh: 10%; Nrf2 inh: 4%; EPAC2 antagonist: -4%

What do the screens show for `CCOC(=O)N1C(COCc2ccccc2)C=CCS1(=O)=O` (centres undefined)?
TGFb SMAD3 inh: -4%; A549 tox: -5%; HepG2 tox: -2%; Nrf2 inh: 14%

What do the screens show for `Cc1n[nH]c(=O)c2c(NC(=O)CSc3nc4ccccc4c(=O)n3-c3ccc(OC(F)F)cc3)oc(C)c12`?
TGFb SMAD3 inh: -24%; A549 tox: inconclusive; ATXN viability: inactive; Nrf2 activator: 18%; HepG2 tox: -17%; MCF10A rerep: 10%; ATXN2 expr inh: 4%; Nrf2 inh: inconclusive; EPAC2 antagonist: 0%

What do the screens show for `Cc1cc(C)cc(NC(=O)c2cccc(N3CCCS3(=O)=O)c2)c1`?
TGFb SMAD3 inh: 11%; A549 tox: 18%; ATXN viability: inactive; Nrf2 activator: 2.7%; HepG2 tox: -23%; ATXN2 expr inh: 15%; Nrf2 inh: inconclusive

Results for COc1ccc(C(=O)C2CCCN(C(=O)Cn3nc(C)nc3C)C2)cc1F (centres undefined) ?
TGFb SMAD3 inh: 8%; ATXN viability: inactive; Nrf2 activator: 0.5%; HepG2 tox: -3%; EPAC2 antagonist: -9%

What do the screens show for `O=C(NCCC1=CCCCC1)C1CCC(=O)N(Cc2cccc(C(F)(F)F)c2)C1` (centres undefined)?
TGFb SMAD3 inh: -22%; A549 tox: -4%; ATXN viability: inactive; Nrf2 activator: -0.1%; HepG2 tox: -37%; MCF10A rerep: 17%; ATXN2 expr inh: -6%; Nrf2 inh: -1%; EPAC2 antagonist: 0%

What do the screens show for `CC(=O)NC(C)c1ccc(C(=O)CSc2nnc(C3CC3)n2C2CC2)cc1` (centres undefined)?
TGFb SMAD3 inh: -4%; A549 tox: -1%; ATXN viability: inactive; Nrf2 activator: 0.0%; HepG2 tox: -23%; MCF10A rerep: -26%; ATXN2 expr inh: 1%; Nrf2 inh: -15%; EPAC2 antagonist: 4%

What do the screens show for `Cc1cccc(C(=O)NC(C)c2ccc(-n3ccnc3)cc2)c1C` (centres undefined)?
TGFb SMAD3 inh: 6%; A549 tox: 2%; ATXN viability: inactive; Nrf2 activator: 4.8%; HepG2 tox: -1%; MCF10A rerep: -22%; ATXN2 expr inh: -23%; Nrf2 inh: 9%; EPAC2 antagonist: 3%

What do the screens show for `COC(=O)[C@H]1C[C@@H]1[C@H](NC(=O)c1cccnc1)c1ccccc1`?
TGFb SMAD3 inh: inconclusive; A549 tox: -2%; ATXN viability: inactive; Nrf2 activator: 0.6%; HepG2 tox: 3%; MCF10A rerep: -2%; ATXN2 expr inh: 2%; Nrf2 inh: 15%; EPAC2 antagonist: 17%

Results for Cc1cc(C)c(S(=O)(=O)N2CCN(S(=O)(=O)N3CCCCCC3)CC2)c(C)c1 ?
TGFb SMAD3 inh: 13%; A549 tox: 3%; ATXN viability: inactive; Nrf2 activator: 0.3%; HepG2 tox: 15%; MCF10A rerep: 3%; ATXN2 expr inh: -13%; Nrf2 inh: 25%; EPAC2 antagonist: 5%

How did O=C(NO)C1CC2C=CC1C2 (centres undefined) do in these assays?
TGFb SMAD3 inh: 3%; A549 tox: -6%; ATXN viability: inactive; Nrf2 activator: -0.5%; HepG2 tox: 10%; MCF10A rerep: -3%; ATXN2 expr inh: -10%; Nrf2 inh: 25%; EPAC2 antagonist: 8%

How did CN(C)S(=O)(=O)c1ccc(C(=O)OCC(=O)NCc2ccco2)cc1 do in these assays?
TGFb SMAD3 inh: 0%; A549 tox: 1%; ATXN viability: inactive; Nrf2 activator: -0.8%; HepG2 tox: -3%; MCF10A rerep: -5%; ATXN2 expr inh: -4%; Nrf2 inh: -4%; EPAC2 antagonist: 2%

What do the screens show for `Clc1ccc(-c2ccccc2)nn1`?
TGFb SMAD3 inh: 18%; A549 tox: 2%; ATXN viability: inactive; Nrf2 activator: 0.2%; HepG2 tox: 16%; MCF10A rerep: -22%; ATXN2 expr inh: 25%; Nrf2 inh: -3%; EPAC2 antagonist: 1%

Results for Cc1ccccc1NC(=O)C1CC(=O)N(Cc2ccccc2)C1 (centres undefined) ?
TGFb SMAD3 inh: 7%; A549 tox: 0%; ATXN viability: inactive; Nrf2 activator: 0.0%; HepG2 tox: 1%; MCF10A rerep: 5%[9.22 µM]; ATXN2 expr inh: -16%; Nrf2 inh: 10%; EPAC2 antagonist: 3%

What do the screens show for `CCOC(=O)c1cc2c(=O)n3ccccc3nc2n(Cc2ccco2)c1=NC(=O)c1ccc(OC)cc1`?
TGFb SMAD3 inh: 25%&1%; A549 tox: -18%&2%; Nrf2 activator: -0.3%&3.3%; HepG2 tox: -7%&0%; MCF10A rerep: inconclusive; ATXN2 expr inh: -20%; Nrf2 inh: -22%; EPAC2 antagonist: 5%

What do the screens show for `COC(=O)[C@]1(Cc2ccccc2)N[C@H](CN(C)C(=O)c2ccccc2)[C@@H]2C(=O)N(C)C(=O)[C@@H]21`?
TGFb SMAD3 inh: 0%; A549 tox: 2%; ATXN viability: inactive; Nrf2 activator: -0.1%; HepG2 tox: -4%; MCF10A rerep: 0%; ATXN2 expr inh: 10%; Nrf2 inh: -6%; EPAC2 antagonist: 3%

What do the screens show for `CC(OC(=O)CCc1ccccc1)C(=O)Nc1ncc(Cl)cc1Cl` (centres undefined)?
TGFb SMAD3 inh: 0%; A549 tox: 4%; ATXN viability: inactive; Nrf2 activator: 0.3%; HepG2 tox: 4%; ATXN2 expr inh: 6%; Nrf2 inh: 1%; EPAC2 antagonist: -5%

Results for CC(=O)c1ccc(NS(=O)(=O)c2ccc(CC(C)C)cc2)cc1 ?
TGFb SMAD3 inh: 16µM*; A549 tox: -9%; ATXN viability: inactive; Nrf2 activator: 0.5%; HepG2 tox: -92%; MCF10A rerep: 2%; ATXN2 expr inh: -13%; Nrf2 inh: inconclusive; EPAC2 antagonist: -22%

How did Cc1ccc(N2C(=O)N(CC(=O)Nc3cccc(C)c3C)C(=O)C2C)cc1 (centres undefined) do in these assays?
TGFb SMAD3 inh: -1%; A549 tox: -3%; ATXN viability: inactive; Nrf2 activator: 3.1%; HepG2 tox: 16%; MCF10A rerep: 8%; ATXN2 expr inh: 9%; Nrf2 inh: 25%; EPAC2 antagonist: -5%

How did N#CC(c1ccc(Cl)cc1)c1nc2ccccc2nc1C(F)(F)F (centres undefined) do in these assays?
TGFb SMAD3 inh: -23%; A549 tox: inconclusive; ATXN viability: inactive; Nrf2 activator: 2.9%; HepG2 tox: -4%; MCF10A rerep: inconclusive; ATXN2 expr inh: -4%; EPAC2 antagonist: -4%

What do the screens show for `COc1ccc(C2(c3ccc(OC)cc3)NC(=O)N(CC(=O)Nc3ccccc3)C2=O)cc1`?
TGFb SMAD3 inh: -12%; A549 tox: -7%; ATXN viability: inconclusive; Nrf2 activator: 0.1%; HepG2 tox: 6%; MCF10A rerep: inconclusive; ATXN2 expr inh: -19%; Nrf2 inh: inconclusive; EPAC2 antagonist: -5%

How did CCC(=O)N1CCN(C(C)=O)C1c1ccccc1 (centres undefined) do in these assays?
TGFb SMAD3 inh: -13%; A549 tox: -10%; ATXN viability: inactive; Nrf2 activator: -0.7%; HepG2 tox: -1%; MCF10A rerep: 0%; ATXN2 expr inh: -6%; Nrf2 inh: inconclusive; EPAC2 antagonist: 16%

What do the screens show for `Cc1ccc(N(CC(=O)N2CCN(c3cc(C)ccc3C)CC2)S(=O)(=O)c2c(C)nn(C)c2C)cc1`?
TGFb SMAD3 inh: inconclusive; A549 tox: -4%; ATXN viability: inconclusive; Nrf2 activator: -2.2%; HepG2 tox: -77%; ATXN2 expr inh: inconclusive; Nrf2 inh: inconclusive
